High-throughput results: PubChem BioAssay, several laboratories
KOR beta-arrestin-1: KOR agonists, beta-arrestin recruitment, primary screen, cell-based, luminescence, uHTS (AID 1777); KOR beta-arrestin recruitment, luminescence; higher % means a stronger effect; activation, % at 10 µM, or EC50 in µM where a hit was titrated; 280,000 compounds, 0.02% hits; in the data active means activation above about 50%, passing the limit was not always enough; further: a part of the inactive calls stands beside numbers as strong as those of hits
GPR35 arrestin U2OS: inhibition of zaprinast-stimulated GPR35 beta-arrestin translocation – imaging, U2OS, beta-arrestin-GFP, zaprinast agonist, primary screen (AID 2058); U2OS GPR35 beta-arrestin-GFP translocation imaging, zaprinast antagonism; higher % means a stronger effect; one-dose inhibition, % at 10 µM; IC50 in µM for titrated hits; 290,000 compounds, 0.052% hits;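 active means inhibition of at least 50% with at least 30 cells and total cytoplasm GFP at most 10,000,000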
Dengue-2 NS5 capping: Dengue-2 NS5 methyltransferase inhibitors, primary screen, biochemical, confirmation dose response (AID 588689); inhibition, % at 25 µM; hits with a dose series show IC50 in µM; 340,000 compounds, 0.3% hits; Dengue-2 NS5 methyltransferase capping enzyme assay, biochemical; higher % means a stronger effect; in the data active means a potency from the dose series
GPR55 activation: selective activators of receptor GPR55 – imaging, U2OS cells, beta-arrestin-GFP redistribution, primary screen (AID 1961). U2OS GPR55 beta-arrestin-GFP redistribution imaging; higher % means a stronger effect. activation, % at 10 µM, or EC50 in µM where a hit was titrated. 290,000 compounds, 0.048% hits;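 active means activation above 40% with more than 50 cells counted in the well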;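 further: U2OS osteosarcoma cells stably expressing GPR55 and beta-arrestin-GFP; plate controls were DMSO negative control for no effect and LPI positive control for full effect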
NOD1 inhibition: inhibition of NOD1-driven NF-kB reporter – cell-based, luminescence, uHTS, primary screen (AID 1578); NOD1-driven NF-kB luciferase reporter cells, luminescence; higher % means a stronger effect; inhibition, % at 4 µM, or EC50 in µM where a hit was titrated; 290,000 compounds, 1% hits; in the data active means inhibition mostly above about 36%, no sharp cut-off; inactive means mostly below about 34%;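 further: HEK-293T reporter cells stimulated with the NOD1 agonist gamma-tri-DAP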
West Nile antiviral: inhibition of WNV-induced cytopathic effect – cell-based, CPE readout (AID 1621); West Nile virus-infected cells, CPE inhibition; higher % means a stronger effect; CPE inhibition, % at 10 µM, or IC50 in µM where a hit was titrated; 290,000 compounds, 0.02% hits; in the data active means a potency from the dose series; further: strong numbers were not always called active
HIV fusion peptide: cell-free HIV fusion peptide-binding blockers – biochemical, uHTS, fluorescence dequenching, primary screen (AID 1986). cell-free peptide binding, fluorescence dequenching, 30 min; higher % means a stronger effect. one-dose inhibition, % at 20 µM; IC50 in µM for titrated hits. 290,000 compounds, 0.3% hits; in the data active means inhibition mostly above about 52%, no sharp cut-off; inactive means mostly below about 76%; further: some results filed as inactive read as strong as hits
KOR beta-arrestin-2: kappa opioid receptor blockers – cell-based, luminescence, uHTS (AID 1778); KOR beta-arrestin recruitment, luminescence, antagonist mode; higher % means a stronger effect; 290,000 compounds, 0.091% hits; one-dose inhibition, % at 10 µM; IC50 in µM for titrated hits; in the data active means inhibition above about 50%; further: strong numbers were not always called active
GPR55 antagonists: GPR55 antagonists blocking LPI-driven arrestin recruitment, primary screen, imaging, U2OS, beta-arrestin-GFP, LPI agonist (AID 2013); 290,000 compounds, 0.13% hits; one-dose inhibition, % at 10 µM; IC50 in µM for titrated hits; U2OS GPR55 beta-arrestin-GFP translocation imaging, LPI antagonism; higher % means a stronger effect;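 active means spots per cell inhibited over 60%, with over 100 cells counted and total cytoplasm intensity under 500,000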;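 further: U2OS cells stably carrying GPR55 and arrestin-GFP stimulated by 5 µM LPI near EC80; imaged beta-arrestin-GFP aggregate spots per cell after agonist stimulation; plate controls were LPI-stimulated DMSO wells for no effect and DMSO wells without LPI for full effect; some results filed as inactive read as strong as hits; confirmed hits need IC50 under 10 µM and bright autofluorescent wells are also inconclusive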
Dengue-2 NS5 capping pilot replicate: further read-out of Dengue-2 NS5 capping, marked with its call; inhibition, %; measured here: pilot screen replicate inhibition
* hit, by the source's call; . = not tested or not shown; [ ] = remark or other dose. This is a subset. The share of hits here may be higher or lower than overall.

SMILES	KOR beta-arrestin-1	GPR35 arrestin U2OS	Dengue-2 NS5 capping	GPR55 activation	NOD1 inhibition	West Nile antiviral	HIV fusion peptide	KOR beta-arrestin-2	GPR55 antagonists	others
CCOC(=O)c1sc(=NC(=O)c2ccc(S(=O)(=O)N(C)c3ccccc3)cc2)n(C)c1C	-1.1%	-10%	-1%	-0.3%	-10%	-0.3%	-0.1%	-2%	2%
O=C(NCCCCCCNC(=O)C1CCCC1)C1CCCC1	-3.2%	3%	1%	-0.4%	-25%	-0.2%	-1.0%	-24%	1%
CCCCOc1ccccc1NC(=O)CC1Nc2ccccc2NC1=O (stereo unspecified)	3.1%	-6%	-6%	-0.2%	7%	0.0%	-1.3%	.	16%
CCOc1ccc(C2CC(=O)N(Nc3ccc([N+](=O)[O-])cc3[N+](=O)[O-])C2=O)cc1 (stereo unspecified)	-2.6%	20%	5%	-0.2%	5%	-0.2%	-2.3%	19%	-2%
CN1CCN(C(=O)CSc2nc3ccc(NC(=O)c4ccccc4F)cc3s2)CC1	-3.8%	-6%	-1%	-0.3%	-13%	0.7%	-1.0%	23%	1%
CN(C)CCNC(=O)C(C(=O)c1ccc(F)cc1)n1ccccc1=O (stereo unspecified)	10%	10%	-1%	-0.1%	-2%	-0.3%	2.1%	-31%	-2%	Dengue-2 NS5 capping pilot replicate=3.3
COc1ccc(CN(CC(=O)NCc2ccccc2)C(=O)CCC(=O)Nc2cc(C)ccn2)cc1	-3.8%	-5%	0%	-0.1%	40%	-0.5%	0.7%	5%	-1%
O=C(CSc1ncnc2c1oc1ccccc12)Nc1nccs1	-0.2%	-10%	1%	-0.1%	-14%	.	-0.3%	-8%	-2%
Cc1cc(N2CCOCC2)c(F)cc1C(=O)c1ccccc1	3.9%	10%	-10%	-0.2%	6%	0.3%	-0.5%	-24%	15%
CCC(=O)N1CCc2cc(S(=O)(=O)NC(C(=O)NCc3ccc(C)cc3)C(C)C)ccc21 (stereo unspecified)	-0.6%	4%	-83%	0.0%	-43%	1.1%	1.3%	-5%	6%
O=C(Nc1nc(-c2cc(F)ccc2F)cs1)C1=NN(c2ccccc2)C(=O)CC1	-2.7%	-12%	.	0.0%	-30%	-0.3%	3.9%	10%	13%
N#C/C(=C\c1ccc(O)cc1)c1nc2ccccc2o1	-5.3%	-4%	-99%	0.3%	-5%	0.4%	8.8%	38%	11%
O=C(Oc1ccc(Br)cc1C(=S)N1CCCC1)c1ccccc1F	4.8%	8%	-3%	-0.2%	-46%	-0.3%	-1.1%	3%	2%
COc1ccc(-c2[nH]c3ccccc3c2SCCN)cc1	-0.1%	0%	-5%	0.6%	-3%	-0.4%	-1.4%	25%	15%
O=[N+]([O-])c1ccccc1OCC(O)CN1CCN(CC(O)COc2ccccc2[N+](=O)[O-])CC1 (stereo unspecified)	1.1%	0%	-8%	-0.1%	-2%	-0.2%	-0.4%	-6%	1%
Nc1nc(CN2CCN(C(c3ccccc3)c3ccccc3)CC2)nc(Nc2ccccc2)n1	5.0%	-19%	6%	0.5%	-6%	0.7%	0.7%	0%	6%
O=C(c1ccc(S(=O)(=O)N2CCCCCC2)cc1)N1CCN(c2ccccc2F)CC1	11%	3%	-3%	-0.1%	-21%	-1.0%	0.3%	-2%	16%
CCCn1c(=O)[nH]c(=O)c2c1nc(-c1cc([N+](=O)[O-])ccc1Cl)n2CCOC	-2.2%	2%	-12%	0.6%	9%	-0.5%	-3.1%	-7%	10%
COc1ccc2nc(NC(=O)CSc3ccccc3)sc2c1	-3.9%	8%	-5%	-0.1%	-24%	0.3%	0.1%	1%	12%
Cn1c(=O)c2c(nc(N3CCCCCC3)n2CC(O)COc2ccccc2)n(C)c1=O (stereo unspecified)	3.4%	4%	-7%	-0.2%	6%	-0.4%	-1.4%	-38%	-24%
COc1ccc(N2CCN(C(CNC(=O)OCc3ccccc3)c3ccco3)CC2)cc1 (stereo unspecified)	-1.3%	4%	-4%	-0.3%	8%	-1.2%	0.5%	-16%	8%
COc1ccc(-n2nc(C(=O)NCC(=O)NCc3ccco3)c3ccccc3c2=O)c(OC)c1	1.2%	10%	0%	-0.1%	-30%	0.1%	1.2%	-15%	17%
COC(=O)C1CCN(S(=O)(=O)c2cn(C)c(=O)n(C)c2=O)CC1	-2.7%	-8%	-5%	0.8%	-23%	0.1%	-0.8%	10%	5%
CCOC(=O)C(NC(C)=O)(Nc1ccc(S(=O)(=O)Nc2cc(C)nc(C)n2)cc1)C(F)(F)F (stereo unspecified)	-4.5%	0%	0%	-0.1%	13%	-0.4%	-3.4%	16%	1%

A run of entries from the list above, as a working copy:
SMILES	KOR beta-arrestin-1	GPR35 arrestin U2OS	Dengue-2 NS5 capping	GPR55 activation	NOD1 inhibition	West Nile antiviral	HIV fusion peptide	KOR beta-arrestin-2	GPR55 antagonists	others
O=C(Oc1ccc(Br)cc1C(=S)N1CCCC1)c1ccccc1F	4.8%	8%	-3%	-0.2%	-46%	-0.3%	-1.1%	3%	2%
COc1ccc(-c2[nH]c3ccccc3c2SCCN)cc1	-0.1%	0%	-5%	0.6%	-3%	-0.4%	-1.4%	25%	15%
O=[N+]([O-])c1ccccc1OCC(O)CN1CCN(CC(O)COc2ccccc2[N+](=O)[O-])CC1 (stereo unspecified)	1.1%	0%	-8%	-0.1%	-2%	-0.2%	-0.4%	-6%	1%
Nc1nc(CN2CCN(C(c3ccccc3)c3ccccc3)CC2)nc(Nc2ccccc2)n1	5.0%	-19%	6%	0.5%	-6%	0.7%	0.7%	0%	6%
O=C(c1ccc(S(=O)(=O)N2CCCCCC2)cc1)N1CCN(c2ccccc2F)CC1	11%	3%	-3%	-0.1%	-21%	-1.0%	0.3%	-2%	16%
CCCn1c(=O)[nH]c(=O)c2c1nc(-c1cc([N+](=O)[O-])ccc1Cl)n2CCOC	-2.2%	2%	-12%	0.6%	9%	-0.5%	-3.1%	-7%	10%
COc1ccc2nc(NC(=O)CSc3ccccc3)sc2c1	-3.9%	8%	-5%	-0.1%	-24%	0.3%	0.1%	1%	12%
Cn1c(=O)c2c(nc(N3CCCCCC3)n2CC(O)COc2ccccc2)n(C)c1=O (stereo unspecified)	3.4%	4%	-7%	-0.2%	6%	-0.4%	-1.4%	-38%	-24%
COc1ccc(N2CCN(C(CNC(=O)OCc3ccccc3)c3ccco3)CC2)cc1 (stereo unspecified)	-1.3%	4%	-4%	-0.3%	8%	-1.2%	0.5%	-16%	8%

Later entries
SMILES	KOR beta-arrestin-1	GPR35 arrestin U2OS	Dengue-2 NS5 capping	GPR55 activation	NOD1 inhibition	West Nile antiviral	HIV fusion peptide	KOR beta-arrestin-2	GPR55 antagonists	others
O=C(/C=C/c1ccco1)NCC(=O)N/N=C/c1ccc([N+](=O)[O-])cc1	-4.9%	25%	-5%	0.2%	-23%	-0.6%	13%	-6%	2%
O=C(O)C1=NN(c2c(F)c(F)cc(F)c2F)C(=O)CC1	-2.5%	14%	-6%	0.3%	2%	0.0%	-1.0%	-7%	0%
Cc1nn(CC(=O)NCC2CCCO2)c(C)c1[N+](=O)[O-] (stereo unspecified)	.	1%	-4%	-0.1%	-27%	-0.7%	0.6%	-17%[20 µM]	16%
NS(=O)(=O)c1ccc(CCNC(=O)C2CCN(S(=O)(=O)c3ccc(Br)s3)CC2)cc1	1.9%	4%	-9%	-0.6%	-18%	0.1%	0.5%	-21%	12%
COc1ccc(N(CN2C(=O)C3CCCCC3C2=O)C(=O)c2ccco2)cc1 (stereo unspecified)	2.3%	-6%	.	-0.1%	-6%	-0.5%	0.5%	6%	14%
CC(/C=N/NC(=O)CSc1n[nH]c(=O)[nH]c1=O)=C\c1ccccc1	2.5%	-9%	-4%	-0.1%	5%	0.4%	-0.8%	26%	-5%
C=CCn1c(SCC(=O)N2CCN(c3ccccc3)CC2)nc2c([nH]c3ccccc32)c1=O	3.0%	1%	-3%	0.0%	-40%	-0.1%	-2.3%	-41%	6%
O=C(c1ccc(CNc2c(NC3CCCCC3)c(=O)c2=O)cc1)N1CCc2ccccc21	-0.1%	-13%	-2%	-0.1%	2%	0.5%	-1.2%	0%	-1%
COc1ccc(N(Cc2cc3cccc(C)c3[nH]c2=O)S(=O)(=O)c2ccc(OC)cc2)cc1	1.6%	18%	-3%	0.2%	-9%	0.0%	1.5%	-27%	-13%
CCCCn1nnnc1NCc1cccc(OC)c1OC	-4.2%	0%	4%	-0.3%	-6%	0.4%	0.7%	6%	-1%
COc1cc(C(=O)NNC(=S)NC(=O)c2ccc(F)cc2)cc(OC)c1OC	-0.9%	0%	2%	-0.3%	11%	-0.5%	-1.3%	-14%	-14%
CSc1nc(-c2ccccc2)nn1C(=O)c1ccco1	-2.5%	-3%	-11%	-0.4%	-24%	0.2%	2.1%	9%	4%
CC(NC(=O)CCNC(=O)c1ccccc1Cl)c1ccc(-n2ccnc2)cc1 (stereo unspecified)	-1.3%	10%	-6%	0.5%	0%	-0.6%	-1.1%	-11%	-1%
Cc1ccc2c(n1)sc1c(N)ncnc12	6.0%	-2%	-5%	-0.2%	-22%	1.4%	-2.8%	-24%	-23%
Cn1cccc1CC(=O)NNC(=O)Nc1cccc(Cl)c1	-7.4%	8%	-11%	-0.2%	-30%	-0.2%	31%	-11%	-7%
O=C(Cn1cc([N+](=O)[O-])cn1)NCCc1c[nH]c2ccccc12	2.3%	4%	-5%	0.4%	-28%	1.0%	-0.1%	-15%	8%
CCN(CC)c1ccc(NC(=O)CCNC(=O)c2ccco2)cc1	2.2%	6%	-8%	-0.3%	-18%	-0.3%	1.5%	-16%	-10%
CCN1C(=O)C(C)S/C1=N\S(=O)(=O)c1ccc(F)cc1 (stereo unspecified)	2.7%	-4%	4%	-0.4%	-22%	-0.4%	-0.1%	34%	6%
COc1ccccc1CN1CC(C(=O)NCc2cccnc2)CC1=O (stereo unspecified)	-3.2%	-1%	-1%	-0.2%	-18%	0.2%	2.2%	28%	6%
COc1ccc(-c2c([C@H]3[C@H]4C=CC[C@@H](C)[C@@H]4C(=O)N3Cc3ccccc3)ccc3ccccc23)cc1	2.1%	4%	-3%	-0.1%	11%	0.8%	1.3%	22%	-2%
CC(=O)Nc1ccc(NC(=O)c2cc(-n3cnnc3)ccc2Cl)cc1	-1.6%	-11%	2%	0.3%	-8%	0.4%	1.7%	-4%[20 µM]	8%
CCn1c2ccccc2c2cc(NC(=O)COC(=O)c3cc(S(N)(=O)=O)c(Cl)cc3Cl)ccc21	-0.8%	4%	-13%	-0.2%	-15%	-1.3%	1.9%	-34%[20 µM]	-4%
NC(=S)c1c(Cl)cc(C(F)(F)F)cc1Cl	-4.4%	-6%	4%	-0.2%	0%	-0.3%	1.0%	4%	12%
C=CCNc1cc(C)oc(=O)c1C(=O)CC	2.7%	12%	-1%	0.6%	-23%	0.1%	-1.5%	1%	0%
